High-throughput results: PubChem BioAssay, The Scripps Research Institute Molecular Screening Center
LYPLA1 counter: counter-screen for PME1 inhibitors: inhibitors of human LYPLA1. recombinant LYPLA1, FP-Rh probe fluorescence polarization. actives 0.16% (n = 320,000). inhibition, % at 5.9 µM. O75608;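 active means inhibition above the mean of all tested compounds plus 3 SD, set per campaign, cut at about 14% in these data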;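 further: inhibitors block serine hydrolase probe labeling of LYPLA1 so polarization falls; 0% = enzyme with DMSO and 100% = wells lacking LYPLA1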
Target sequence (O75608 whole entry, looked up): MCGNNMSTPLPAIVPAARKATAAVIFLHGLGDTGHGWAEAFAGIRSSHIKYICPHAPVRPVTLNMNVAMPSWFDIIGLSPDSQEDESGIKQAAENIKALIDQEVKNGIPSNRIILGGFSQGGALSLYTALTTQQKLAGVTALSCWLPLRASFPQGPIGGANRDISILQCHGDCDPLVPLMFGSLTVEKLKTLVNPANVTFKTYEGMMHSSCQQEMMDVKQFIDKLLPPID
EBNA-1 inhibitor: blocks EBNA-1 binding to DNA | inhibition, % at 14.8 µM | EBNA-1 DNA binding, fluorescence polarization | actives 0.34% (n = 300,000); in the data active means inhibition above about 28%
ZTA DNA inh: counter-screen for EBNA-1 inhibitors: inhibitors of Epstein-Barr virus ZTA; P03206; ZTA-DNA binding, fluorescence polarization; inhibition, % at 11 µM; actives 0.15% (n = 320,000); AID 2234; in the data active means inhibition above about 33%
Target sequence (P03206 whole entry, looked up): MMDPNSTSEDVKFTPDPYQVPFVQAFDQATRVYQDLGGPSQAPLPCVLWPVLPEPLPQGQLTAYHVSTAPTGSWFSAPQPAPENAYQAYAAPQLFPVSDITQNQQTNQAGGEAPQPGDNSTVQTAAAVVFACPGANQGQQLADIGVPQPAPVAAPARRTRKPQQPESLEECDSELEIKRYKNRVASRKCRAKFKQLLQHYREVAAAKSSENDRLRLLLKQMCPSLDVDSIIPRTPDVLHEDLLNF
PAD4 inh: blocks human protein arginine deiminase 4 | recombinant PAD4, RCA probe fluorescence polarization | inhibition, % at 6.36 µM | actives 0.41% (n = 330,000);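 active means percent inhibition above a cutoff equal to the mean of all tested compounds plus 3 SD, cut at about 15% in these data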;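 further: 0% = PAD4 with RCA probe and DMSO and 100% = probe without PAD4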
GSTO1 counter: counter-screen for RBBP9 inhibitors: inhibitors of human GSTO1 | inhibition, % at 5.96 µM | recombinant GSTO1, activity-based probe fluorescence polarization | P78417 | actives 1.1% (n = 300,000);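 active means inhibition above the campaign mean inhibition plus 3 SD, cut at about 35% in these data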;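 further: 0% = GSTO1-1 with DMSO and 100% = wells lacking GSTO1-1 enzyme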
Target sequence (P78417 whole entry, looked up): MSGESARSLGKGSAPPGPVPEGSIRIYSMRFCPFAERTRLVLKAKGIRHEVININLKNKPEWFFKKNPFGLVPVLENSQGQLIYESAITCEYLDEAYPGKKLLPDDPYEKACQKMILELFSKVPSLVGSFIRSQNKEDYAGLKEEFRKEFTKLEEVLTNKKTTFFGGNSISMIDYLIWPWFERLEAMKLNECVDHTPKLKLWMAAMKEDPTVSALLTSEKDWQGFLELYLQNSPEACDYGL
PREPL inhibitor: inhibitors of human prolyl oligopeptidase-like enzyme PREPL. Q4J6C6. recombinant PREPL, fluorescence polarization activity-based probe. inhibition, % at 5.96 µM. actives 0.68% (n = 320,000); in the data active means inhibition above about 43%;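 further: 0% = enzyme with DMSO and 100% = wells lacking enzyme; many of its hits are not listed in these tables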
PAFAH1B3 FP inh: PAFAH1B3 (human) inhibition. Q15102. recombinant PAFAH1B3, FP-rhodamine probe, fluorescence polarization. inhibition, % at 3.39 µM. actives 0.28% (n = 340,000). AID 492972;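 active means inhibition above the screen-wide average of all tested compounds plus 3 SD, cut at about 25% in these data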;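 further: 0% = enzyme with DMSO only and 100% = wells lacking PAFAH1B3 protein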
LYPLA2 counter: blocks human lysophospholipase 2, a PME1 counter-screen | O95372 | recombinant LYPLA2, FP-Rh probe fluorescence polarization | inhibition, % at 5.9 µM | actives 0.38% (n = 320,000) | AID 2177;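 active means inhibition above the screen-wide mean plus 3 SD, limit set per campaign, cut at about 26% in these data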;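 further: 0% = LYPLA2 with DMSO and 100% = wells lacking LYPLA2 enzyme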
Target sequence (O95372 whole entry, looked up): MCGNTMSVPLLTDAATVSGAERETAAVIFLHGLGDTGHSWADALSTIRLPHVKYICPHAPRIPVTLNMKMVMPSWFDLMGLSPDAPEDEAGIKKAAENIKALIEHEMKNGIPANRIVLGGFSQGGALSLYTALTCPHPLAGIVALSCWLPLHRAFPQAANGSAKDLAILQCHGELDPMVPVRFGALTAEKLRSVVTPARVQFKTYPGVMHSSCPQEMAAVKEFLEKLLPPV
PAFAH2 FP inh: PAFAH2 (human) inhibition | Q99487 | recombinant PAFAH2, FP-rhodamine activity probe, fluorescence polarization | inhibition, % at 3.39 µM | actives 0.99% (n = 340,000);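 active means inhibition above the mean over all tested compounds plus 3 SD, cut at about 30% in these data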;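 further: inhibitors block probe labeling of enzyme so polarization drops; 0% = enzyme with DMSO and 100% = wells lacking PAFAH2 protein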
Active calls of the source: *; · = no result given.

molecule,LYPLA1 counter,EBNA-1 inhibitor,ZTA DNA inh,PAD4 inh,GSTO1 counter,PREPL inhibitor,PAFAH1B3 FP inh,LYPLA2 counter,PAFAH2 FP inh
COc1ccc(Cl)cc1NS(=O)(=O)c1cn(C)nc1C,-3.1,6.5,3.7,-2.4,-2.0,-5.1,2.6,2.9,10.7
CC(C)Oc1ccc(CN2CCC(n3nccc3NC(=O)C3CC3)CC2)cc1,-0.2,-7.3,-4.2,-4.1,3.3,5.1,-0.4,-4.6,-3.7
COc1cc(/C=N/O)cc(Br)c1OCc1ccc(Cl)cc1,-10.3,-2.3,8.8,-2.5,-8.0,-17.0,5.5,-16.8,-14.8
Cc1ccc(NC(=O)Cn2nc(C)c3ccccc3c2=O)cc1,1.4,1.5,9.5,5.7,0.0,8.8,-0.9,2.2,-6.5
CCOCC(=O)Nc1ccc(S(=O)(=O)N2CCOCC2)cc1,2.0,7.7,-7.3,5.1,16.5,11.4,10.3,1.8,-4.3
O=C(Nc1ccncc1)c1cccc(S(=O)(=O)N2CCOCC2)c1,1.0,-3.6,-4.3,4.5,3.0,-3.7,2.5,1.3,-6.5
CCn1c(/C=C/c2ccccc2C)nc2ccccc2c1=O,1.0,-0.5,11.0,-3.1,-6.2,11.1,4.3,-1.1,0.5
COc1cccc(NC(=O)Cc2nnc(SCC(=O)NC3CCCCC3)n2C)c1,-3.7,-6.2,-9.2,-1.6,-3.7,14.7,-0.9,-7.3,6.9
NS(=O)(=O)c1cccc(NC(=O)CN2C(=O)C(=O)N(Cc3ccccc3)C2=O)c1,·,·,·,-0.8,·,23.2,6.0,·,-5.6
CC(C)C(NS(=O)(=O)c1ccc2c3c(cccc13)C(=O)N2)C(=O)O (stereo not drawn),0.6,7.6,-0.8,0.4,-15.7,4.4,2.0,3.8,6.3
CCC1CCCCN1CCCNC(=O)CN1C(=O)COc2ccccc21 (stereo not drawn),1.1,7.7,-5.0,-2.1,0.4,7.2,9.7,8.3,0.5
COC(=O)CCCC1=CC2=C(c3ccccc3)C(=O)C(C)(OC(=O)C3CCCC3)C(=O)C2=CN1CC(C)C (stereo not drawn),-1.8,1.7,1.8,-16.0,52.4*,18.0,2.8,3.5,-2.8
COc1ccc(N2CCOCC2)c(NC(=O)COc2cccc(C)c2)c1,0.6,9.3,-4.8,-0.7,6.1,5.7,-5.1,3.8,-0.6
COc1ccccc1N(CC(=O)NCCSCc1ccco1)S(=O)(=O)c1ccccc1,2.9,11.4,6.2,4.2,4.1,1.9,9.4,-2.0,-11.0
CCNc1c(NS(=O)(=O)c2ccc(Br)s2)c(=O)oc2ccccc12,-0.7,-5.4,7.4,-3.1,-2.4,-4.9,0.3,1.7,24.9
COc1cccc(C(C)NC(=S)NCc2ccc(Cl)cc2)c1 (stereo not drawn),1.0,-5.5,-4.5,0.6,8.5,0.4,-5.8,17.1,-4.1
COc1ccc(Oc2ccc(/C=C/C(=O)c3cccc(OC)c3)cc2[N+](=O)[O-])cc1,-1.4,-4.1,19.0,-2.1,-4.8,-3.1,-14.6,-9.8,-2.4
COc1ccc(F)cc1COc1nc(C)nc2ccccc12,1.1,8.2,3.4,3.6,17.1,12.7,9.6,1.4,3.4
O=C(COC(=O)c1ccccc1O)Nc1ncc(Cl)cc1Cl,-4.3,11.1,16.5,-2.8,18.8,9.2,-0.4,5.0,32.6*
CC(Cc1ccccc1)(NC(=O)CN)c1ccccc1 (stereo not drawn),-2.8,-5.1,4.6,-5.6,6.8,-18.6,·,-2.8,·
Cc1occc(=O)c1OCc1ccc(Cl)cc1Cl,5.0,4.7,-2.0,2.7,4.1,-26.5,2.1,-4.0,3.5
CC1CCCC(C)N1C(=O)c1cc(-c2ccco2)on1 (stereo not drawn),-4.2,-6.7,11.3,-0.1,6.8,-1.7,8.8,-1.2,-4.7
COC(=O)C(C)n1cnc2c(nnn2-c2ccc(F)cc2)c1=O (stereo not drawn),4.6,11.9,-0.9,-6.2,1.8,-4.8,7.3,0.9,-2.3
N/C(=N\O)c1cn(Cc2ccccc2Cl)c2ccccc12,-0.1,-10.1,6.9,-0.5,-0.1,8.5,5.4,1.5,-2.5
O=C(Nc1ccccc1)c1ccc(NCC2CCCO2)c([N+](=O)[O-])c1 (stereo not drawn),-0.8,-12.5,2.4,-4.5,-11.7,10.9,3.5,-2.5,-3.6
COc1cc(/C=C/C(=O)OC2CC3CCC2(C)C3(C)C)ccc1O (stereo not drawn),3.4,-5.8,1.1,0.8,-2.8,2.0,9.4,15.0,7.4
Cc1cccc(NC(=S)NC2CCCCC2)n1,-0.6,-0.6,-0.7,-2.5,-0.4,4.1,7.6,3.6,1.4
O=C(CN1C(=O)c2ccc([N+](=O)[O-])cc2C1=O)Nc1cc(S(=O)(=O)N2CCOCC2)ccc1Cl,2.5,3.2,-8.1,1.5,6.4,9.9,-0.6,1.3,-0.8
Cc1cc(C(=O)NCC(c2ccco2)N2CCCC2)c2ccccc2n1 (stereo not drawn),-0.7,·,11.1,-6.5,·,-1.1,5.4,-3.6,7.0
CCOC(=O)c1c(C)[nH]c(C(=O)COC(=O)c2oc3ccccc3c2C)c1C,-0.2,-2.7,-12.3,-7.6,-2.0,2.1,3.2,1.0,-1.8
Cc1ccc(S(=O)(=O)C2(C(=O)NCc3ccc4c(c3)OCO4)CC2)cc1,1.2,2.8,-6.8,-1.1,-0.4,17.6,7.1,1.1,10.1
CN(CC(=O)Nc1ccc([N+](=O)[O-])cc1Br)Cc1c(F)cccc1Cl,-0.5,-4.2,-5.0,5.7,-16.3,-2.4,3.7,0.9,3.1
CCOc1ccc(-n2cc(C(=O)N3CCN(C)CC3)c3cc(OC)c(OC)cc3c2=O)cc1,-1.7,-13.9,-19.6,-1.1,-2.8,5.5,-1.0,2.3,1.6
Cc1ccccc1-c1noc(-c2ccc(Cl)cc2)n1,-2.9,2.2,1.7,1.4,-0.7,-2.9,4.3,0.2,-6.0
Cc1cc2nc(C3CCN(CC4COc5ccccc5O4)CC3)[nH]c2cc1C (stereo not drawn),-0.9,5.5,10.2,-5.0,3.4,14.2,11.1,-2.2,-2.4
O=C(Nc1cccc([N+](=O)[O-])c1)c1ccc(-c2ccccc2)cc1,-2.3,0.3,4.1,-4.5,2.6,2.5,3.8,3.6,3.1
S=C(NCCCn1ccnc1)NC1CCCCC1,2.5,6.0,-19.0,-1.3,-0.9,4.9,3.3,8.8,-2.5
COC(=O)CCC(=O)OC1(C)C(=O)C2=COC(c3ccc(OC)cc3)=CC2=C(Br)C1=O (stereo not drawn),-2.5,10.2,23.4,-1.6,20.2,11.0,·,0.5,·
O=C(Cc1ccccc1[N+](=O)[O-])Nc1ccc2c(c1)OCO2,1.3,-4.2,2.6,-5.3,-4.1,7.7,8.1,5.2,8.0
CCN(C(=O)Cn1cc(C(F)(F)F)ccc1=O)c1c(N)n(Cc2ccccc2)c(=O)[nH]c1=O,0.3,6.1,3.7,-4.4,-8.5,9.5,7.9,0.8,5.0
COc1ccc(Nc2nc(N)c(C(=O)c3ccc(F)cc3)s2)cc1,-1.1,-2.0,3.2,-4.8,13.7,30.4,7.7,0.9,3.5
CCc1cccc2c(C(=O)COC(=O)c3ccc(O)cc3)c[nH]c12,-18.2,17.2,-2.9,-3.3,-17.2,-3.0,-24.1,-45.6,-14.9
OC1CCCCC1,-0.5,·,-20.6,-6.2,·,7.0,5.6,-2.0,0.2
Cc1occc1C(=O)N1CCCC(Nc2ccc(F)cc2)C1 (stereo not drawn),0.5,-3.0,-2.9,0.7,0.6,0.5,1.0,-0.6,5.3
Cc1c(CCC(=O)O)c(=O)oc2cc3oc4c(c3cc12)CCCC4,-6.7,10.0,8.4,1.1,-0.9,-1.0,2.6,-7.8,-6.7
CCn1c(SCC(=O)N/N=C/c2ccccc2OCC(=O)O)nnc1-c1ccc(OC)cc1,-1.1,-6.9,-15.9,-6.5,-5.8,-1.3,12.6,-3.3,9.9
COc1ccc(S(=O)(=O)N(CC(=O)NCC2CCCO2)Cc2ccccc2)cc1C (stereo not drawn),-3.3,1.4,10.2,-2.1,-2.3,6.7,-5.0,-1.2,-2.7
CCOC(=O)C1CCCN(S(=O)(=O)Cc2ccccc2)C1 (stereo not drawn),-3.0,0.3,5.3,2.2,4.3,9.0,6.7,-3.2,6.0
CCc1nnc(NC(=O)/C=C/c2ccc(C)o2)s1,-0.7,6.7,4.9,-6.3,3.8,-3.6,5.0,4.4,-3.4
CC1CCN(C(=O)CNS(=O)(=O)c2ccc(Br)s2)CC1,-1.0,10.2,10.9,-1.2,1.9,4.3,1.3,-1.2,14.4

The list continues.
molecule,LYPLA1 counter,EBNA-1 inhibitor,ZTA DNA inh,PAD4 inh,GSTO1 counter,PREPL inhibitor,PAFAH1B3 FP inh,LYPLA2 counter,PAFAH2 FP inh
CC(=O)Oc1ccc2c(c1)OC(c1ccccc1)CC21CC(C)(C)NC(=O)N1 (stereo not drawn),1.6,0.2,-17.1,-2.0,8.8,16.4,1.7,7.4,-3.8
Cc1coc2cc3oc(=O)c(CC(=O)N4C[C@H]5C[C@@H](C4)c4cccc(=O)n4C5)c(C)c3cc12,3.0,-4.2,2.6,-7.5,-2.1,19.1,14.0,4.2,-2.3
Cc1ccc(C)c(Cn2cnc3c(nnn3-c3ccc(F)cc3)c2=O)c1,-1.5,14.7,-9.1,-4.2,-0.8,0.5,7.1,-6.2,-1.1
CCOc1ccc(S(=O)(=O)NCCC(=O)NCC(c2ccco2)N2CCCCC2)cc1 (stereo not drawn),-1.1,·,-11.6,-0.7,·,1.7,2.3,2.8,2.4

Filtered by structure, those above containing an aryl thioether with sulfur outside any ring
molecule,LYPLA1 counter,EBNA-1 inhibitor,ZTA DNA inh,PAD4 inh,GSTO1 counter,PREPL inhibitor,PAFAH1B3 FP inh,LYPLA2 counter,PAFAH2 FP inh
COc1cccc(NC(=O)Cc2nnc(SCC(=O)NC3CCCCC3)n2C)c1,-3.7,-6.2,-9.2,-1.6,-3.7,14.7,-0.9,-7.3,6.9
CCn1c(SCC(=O)N/N=C/c2ccccc2OCC(=O)O)nnc1-c1ccc(OC)cc1,-1.1,-6.9,-15.9,-6.5,-5.8,-1.3,12.6,-3.3,9.9

This is a subset. The share of hits here may be higher or lower than overall.
